AmpC detergent: AmpC beta-lactamase inhibition with detergent present; AmpC hydrolysis of nitrocefin, absorbance 480 nm, 0.01% Triton; Potency, µM (top dose mostly 114 µM), without a hit: top-dose activity change, negative = inhibition, hits mostly inhibitors; hit rate 0.041% among 370,000; AID 485294;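 note: potency is the fitted concentration of half-maximal effect; 0% = no-compound wells and -100% = no-enzyme wells; nearly all actives have a fitted effect of over 25% in size; some results filed as inactive show a strong effect at the top dose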
Target sequence (P00811 whole entry, looked up): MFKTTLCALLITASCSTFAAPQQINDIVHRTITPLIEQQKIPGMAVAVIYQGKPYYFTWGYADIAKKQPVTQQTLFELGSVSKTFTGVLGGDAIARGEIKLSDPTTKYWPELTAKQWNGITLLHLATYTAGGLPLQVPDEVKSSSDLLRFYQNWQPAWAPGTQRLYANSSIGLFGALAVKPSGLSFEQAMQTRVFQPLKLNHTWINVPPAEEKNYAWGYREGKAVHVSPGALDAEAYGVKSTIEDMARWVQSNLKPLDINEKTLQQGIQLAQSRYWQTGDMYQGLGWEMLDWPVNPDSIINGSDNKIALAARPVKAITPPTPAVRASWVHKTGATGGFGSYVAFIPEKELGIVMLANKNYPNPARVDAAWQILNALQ
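AmpC (5.3 nM in the dispensed reagent) in 20 mM phosphate pH 7.0 with 0.01% (detergent screen) or 0.0001% Triton X-100 was preincubated with compounds for 15 min at room temperature. Nitrocefin was then added from an 800 uM solution, and hydrolysis was followed at 480 nm.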
Sm TGR block: blocks Schistosoma mansoni thioredoxin glutathione reductase. Q962Y6. purified TGR, DTNB reduction, TNB absorbance 405 nm. Potency, µM (series often up to 114 µM), for inactives: at the highest dose activity change, negative = inhibition, hits mostly inhibitors. hit rate 3% among 360,000. AID 485364; note: potency is the fitted concentration of half-maximal effect; nearly all actives have a fitted effect of over 60% in size
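Kinetic colorimetric format: TGR-catalysed, NADPH-driven DTNB reduction monitored via TNB absorbance. Enzyme dispensed at 20 nM; compound exposure 15 min at room temperature before reaction start.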
AmpC inh no detg: inhibitors of E. coli AmpC beta-lactamase without detergent | P00811 | AmpC nitrocefin hydrolysis, absorbance 480 nm, 0.0001% Triton | Potency, µM (doses to about 57.1 µM), for inactives: at the top dose activity change, negative = inhibition, actives largely listed as inhibitors | hit rate 0.52% among 330,000 | AID 485341;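 note: potency is the fitted concentration of half-maximal effect; plate controls were no compound for no effect and no enzyme for full effect; nearly all actives have a fitted effect of over 20% in size; some results filed as inactive show a strong effect at the top dose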
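20 mM phosphate pH 7.0 + 0.01% (detergent screen) or 0.0001% Triton X-100; 5.3 nM AmpC reagent; cpd preinc 15 min RT; nitrocefin (800 uM stock) to start; A480 q20 s × 4 min; Activity was normalised to no-enzyme and no-compound control wells.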
AMA1 RON2 block: inhibitors of Plasmodium falciparum AMA1-RON2 interaction. hit rate 0.2% among 360,000. AlphaScreen AMA1-biotinylated RON2 peptide binding. Potency, µM (doses to about 58.2 µM), inactives show at the top dose activity change, negative = inhibition, hits mostly inhibitors. AID 720542;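 note: potency is the fitted concentration of half-maximal effect; 0% = vehicle wells and -100% = peptide control; nearly all actives have a fitted effect of over 45% in size; some results filed as inactive show a strong effect at the top dose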
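AMA1 (3D7) with his tag at 25 nM final met compounds first, then biotinylated RON2 peptide at 25 nM; detection used donor plus acceptor beads, 10 µg/mL apiece, read by AlphaScreen after 30 min at room temperature.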
LmPK inh: LmPK (Leishmania mexicana) enzyme inhibition | Q27686 | purified LmPK, Kinase-Glo ATP luminescence, 1 h | Potency, µM (titrated, usually from 57.5 µM), inactives show top-dose activity change, negative = inhibition, usual class: inhibitors | hit rate 0.37% among 290,000; note: potency is the fitted concentration of half-maximal effect
Target sequence (Q27686 whole entry, looked up): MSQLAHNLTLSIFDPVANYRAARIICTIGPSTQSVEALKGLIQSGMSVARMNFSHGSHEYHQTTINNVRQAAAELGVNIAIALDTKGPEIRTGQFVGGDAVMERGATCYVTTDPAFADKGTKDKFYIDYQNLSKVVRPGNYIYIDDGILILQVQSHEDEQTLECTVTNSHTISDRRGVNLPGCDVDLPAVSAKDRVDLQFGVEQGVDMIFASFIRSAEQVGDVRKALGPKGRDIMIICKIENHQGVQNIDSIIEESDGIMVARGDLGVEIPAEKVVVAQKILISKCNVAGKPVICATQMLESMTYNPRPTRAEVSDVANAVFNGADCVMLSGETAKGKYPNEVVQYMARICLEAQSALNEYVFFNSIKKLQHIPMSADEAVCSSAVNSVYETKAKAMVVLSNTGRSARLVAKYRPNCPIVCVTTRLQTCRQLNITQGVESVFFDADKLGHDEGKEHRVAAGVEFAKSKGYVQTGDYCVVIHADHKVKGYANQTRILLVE
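ATP generated from ADP (0.1 mM) and PEP (0.5 mM) by 0.1 nM LmPK over 1 h at room temperature (pH 7.2 imidazole buffer) was detected by coupled luciferase luminescence. Values were normalized to uninhibited and no-enzyme wells.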
HCMV inh: blocks human cytomegalovirus replication | hit rate 4.5% among 410,000 | activity change, negative = inhibition, % at 57.5 µM | HFF cells, HCMV-luciferase reporter, 72 h; stronger effect = lower value | AID 1259415; in the data active = activity change below about -60%; inconclusive = no clear call, values can overlap the other calls; inactive = above about -39%
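After 16 h attachment at 37C, HFF cells received test compound and HCMV-luciferase (1 PFU/cell); reporter luminescence read 72 h later, data normalized against buffer-only and known inhibitor Salinomycin.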
Tb PYK inh: inhibitors of Trypanosoma brucei pyruvate kinase. Q57TT1. TbPYK enzyme, Kinase-Glo Plus ATP luminescence, 45 min. Potency, µM (titrated, usually from 76.8 µM), without a hit: at the highest dose activity, negative = inhibition, usual class: inhibitors. hit rate 0.12% among 410,000. AID 624173; note: potency is the fitted concentration of half-maximal effect; nearly all actives have a fitted effect of over 50% in size
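Glycolytic pyruvate kinase of T. brucei was incubated with substrate, test compound and 130 uM ADP for 45 minutes at room temperature. Luminescent Kinase-Glo Plus signal was measured after 10 minutes.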
* marks the source's active call; other numbers are inactive results; u = inconclusive; x = not tested or not shown; [ ] = dose if it differs, or a comment. Unless noted, calls come from the whole dose curve; as a rule, active = well fitted curve in the direction sought with a large enough effect; inconclusive = small, poorly fitted or top-dose-only effect, or another doubt; inactive = no such curve, though single readings can be large; an effect the other way counts as inactive or inconclusive. Unless noted, % is set by controls: 0 for no effect and ±100 for the full control effect.

#1 COc1cc(/C=N/NC(=O)CCC(=O)NCc2ccccc2)cc(OC)c1OC
#2 CCOc1cc(C2C3=C(CC(C)(C)CC3=O)N(CCOC)C3=C2C(=O)CC(C)(C)C3)ccc1O
#3 C=CCn1c(-c2cccc([N+](=O)[O-])c2)n[nH]c1=S
#4 COC(=O)c1cc(S(=O)(=O)NCc2ccccc2Cl)c[nH]1
#5 CC(NS(=O)(=O)c1ccc2[nH]c(=O)[nH]c2c1)c1ccc(F)cc1 (centres undefined)
#6 CCc1ccc(/C=N/NC(=O)c2nnn(-c3nonc3N)c2C(C)C)cc1
#7 CC(=O)N1CCC(N(Cc2ccco2)C(=O)Nc2cccc(C)c2)CC1
#8 O=[N+]([O-])c1ccc(N2CCN(S(=O)(=O)c3ccc4ccccc4c3)CC2)cc1NCc1ccco1
#9 COC(=O)C1=CN(Cc2ccccc2)C=C(C(=O)OC)C1c1ccc(OC)c(OC)c1
#10 Cn1c(=O)c2cc(S(=O)(=O)NCCC(=O)NC3CCCCCC3)ccc2n(C)c1=O

Screen / compound no.	1	2	3	4	5	6	7	8	9	10
AmpC detergent	-13%	-18%	-2%	-9%	x	-3%	1%	1%	-4%	2%
Sm TGR block	5%	-31%	-12%	-20%	x	6%	0%	5%	4%	-3%
AmpC inh no detg	-13%	53%	-29%	-23%	x	-36%	x	-9%	54%	-14%
AMA1 RON2 block	52%[activator]	4%	45%[activator]	-9%	4%	9%	x	-2%	-2%	9%
LmPK inh	-2%	-3%	-21%	5%	x	-6%	x	2%	2%	4%
HCMV inh	-4	-39	-17	x	21	-13	21	13	27	9
Tb PYK inh	0%	2%	u	-3%	3%	-19%	-15%	-6%	9%	0%

#11 Brc1ccc(-c2cnnc(N3CCCC3)n2)cc1
#12 CCOc1cc(N2CCOCC2)c(OCC)cc1NC(=O)c1ccccc1
#13 Cc1cc[n+](CC(=O)c2cccc([N+](=O)[O-])c2)c2ccccc12
#14 COc1ccccc1CNC(=O)Cn1cccc1C(=O)c1ccccc1C
#15 CSCCC(NC(=O)c1ccccc1)C(=O)N1CC(C)OC(C)C1 (centres undefined)
#16 O=C(NCC1CCCO1)c1cc2ccccc2[nH]1 (centres undefined)
#17 CCc1ccc(N(CC)C(=O)Cc2c(C(=O)O)n(C)c3ccccc23)cc1
#18 O=C(Nc1ccccn1)c1ccc(Cl)c(S(=O)(=O)N2CCc3ccccc32)c1
#19 CCCCN(c1ccccc1)S(=O)(=O)c1ccc2c(c1)CCN2C(=O)CCC(=O)O
#20 Clc1ccc(Cn2ncc3c(N4CCN(c5ccccc5)CC4)ncnc32)cc1

Screen / compound no.	11	12	13	14	15	16	17	18	19	20
AmpC detergent	u	4%	-12%	6%	-1%	-17%	0%	-1%	3%	x
Sm TGR block	0%	1%	0%	16%	-5%	-26%	6%	-13%	-3%	x
AmpC inh no detg	50%	14%	-19%	0%	-19%	-10%	-18%	5%	-27%	x
AMA1 RON2 block	9%	-14%	-11%	18%	69%[activator]	8%	11%	23%	8%	17%
LmPK inh	-1%	-12%	6%	-3%	x	-2%	-1%	x	2%	x
HCMV inh	-34	-25	45	1	17	34	9	-93*	-14	-102*
Tb PYK inh	3%	0%	4%	-5%	0%	1%	-4%	-7%	-3%	7%

#21 CCn1c(C)cc2c(c1=O)C(c1ccc3c(c1)OCO3)C(C#N)=C(N)O2 (centres undefined)
#22 Cc1nc2ccccn2c1C(=O)N=Nc1c(O)n(CCC(C)C)c2ccccc12
#23 CN(C)C(=S)Nc1ccc(N2CCOCC2)cc1
#24 O=C(Nc1ccc(Cl)cn1)C1CCCN1S(=O)(=O)c1cccc2ccccc12 (centres undefined)
#25 CCOC(=O)c1c(S(=O)(=O)N2CCCCCC2)c(C)n(C)c1C
#26 C#CCOCCOCCOCCNc1nc(N2CCN(C(=O)[C@H](Cc3cc4ccccc4[nH]3)n3cc(C(N)CC(C)C)nn3)CC2)nc(N2CCN(C(=O)[C@H](CCC(=O)O)n3cc(C(N)[C@H](C)CC)nn3)CC2)n1 (some centres undefined)
#27 CCCN(CCC)C(=O)c1ccc2c(c1)N(Cc1ccccc1)C(=O)CS2=O (centres undefined)
#28 COc1cc(OC)cc(C(=O)NC(=S)Nc2ccc(N3CCCC3)cc2)c1
#29 C=C[C@@H]1c2cc(C)ccc2N(S(=O)(=O)c2ccc(C)cc2)[C@H](c2ccc(OC(C)=O)cc2)C1(C#N)C#N
#30 COc1cc(NC(=S)Nc2cccc(Cl)c2Cl)c(OC)cc1Cl

Screen / compound no.	21	22	23	24	25	26	27	28	29	30
AmpC detergent	-17%	-8%	-4%	u	u	-2%	u	u	5%	3%
Sm TGR block	0%	3%	-2%	-27%	-11%	-27%	-8%	89µM*	-1%	0%
AmpC inh no detg	-18%	-21%	2%	-29%	0%	173%[activator]	13%	-10%	-17%	-34%
AMA1 RON2 block	10%	0%	-9%	-17%	-13%	53%[activator]	1%	-17%	-6%	45%[activator]
LmPK inh	4%	4%	0%	1%	-3%	5%	6%	-1%	x	0%
HCMV inh	57	16	49	u	14	x	-13	-25	-97*	u
Tb PYK inh	0%	-2%	-1%	x	-2%	-4%	-5%	-8%	-4%	-10%

#31 COc1ccc(-c2cc(-c3ccc(F)cc3)nc3c2COc2ccccc2-3)cc1
#32 Cc1ccc(C(=O)NCC(=O)OCC(=O)N(CC(C)C)c2c(N)n(Cc3ccccc3)c(=O)[nH]c2=O)s1
#33 COc1ccc(C(N)CCc2ccc(C)o2)cc1 (centres undefined)
#34 Cc1nn(Cc2ccccc2Cl)c(C)c1NC(=O)c1noc(C(C)C)c1[N+](=O)[O-]
#35 O=C(NNC(=O)C12CC3CC(CC(O)(C3)C1)C2)c1csc(N2CCOCC2)n1
#36 COc1ccccc1CNC(=O)c1nnn(CC(=O)Nc2c(C)cccc2C)c1N
#37 O=C(NCCC(=O)N1CCN(c2ccccc2O)CC1)c1ccc(Cl)cc1
#38 Cc1ccc2c(c1)-c1c(cnn1CC(=O)N(CCC#N)c1ccccc1)CO2
#39 CCOC(=O)c1cc(C#N)c(N2CCN(c3ccc(OC)cc3)CC2)[nH]c1=O
#40 O=C(CCCOc1ccc(Cl)cc1Cl)NCCc1nnc2ccccn12

Screen / compound no.	31	32	33	34	35	36	37	38	39	40
AmpC detergent	0%	x	-15%	1%	-3%	-5%	u	8%	u	-5%
Sm TGR block	0%	x	-14%	7%	-1%	-2%	-14%	-20%	11%	2%
AmpC inh no detg	x	x	-10%	8%	-5%	x	26%	94%[activator]	-34%	55%
AMA1 RON2 block	x	-7%	-13%	16%	55%[activator]	x	-2%	-12%	12%	-5%
LmPK inh	x	x	3%	7%	-8%	x	x	11%	6%	5%
HCMV inh	-7	u	10	26	13	-14	-23	25	-19	-23
Tb PYK inh	-5%	-7%	-5%	9%	1%	-5%	-4%	-3%	-6%	-1%

Five entries out of the list, sorted by formula weight, low to high.
#38 Cc1ccc2c(c1)-c1c(cnn1CC(=O)N(CCC#N)c1ccccc1)CO2
#39 CCOC(=O)c1cc(C#N)c(N2CCN(c3ccc(OC)cc3)CC2)[nH]c1=O
#31 COc1ccc(-c2cc(-c3ccc(F)cc3)nc3c2COc2ccccc2-3)cc1
#36 COc1ccccc1CNC(=O)c1nnn(CC(=O)Nc2c(C)cccc2C)c1N
#32 Cc1ccc(C(=O)NCC(=O)OCC(=O)N(CC(C)C)c2c(N)n(Cc3ccccc3)c(=O)[nH]c2=O)s1

Screen / compound no.	38	39	31	36	32
AmpC detergent	8%	u	0%	-5%	x
Sm TGR block	-20%	11%	0%	-2%	x
AmpC inh no detg	94%[activator]	-34%	x	x	x
AMA1 RON2 block	-12%	12%	x	x	-7%
LmPK inh	11%	6%	x	x	x
HCMV inh	25	-19	-7	-14	u
Tb PYK inh	-3%	-6%	-5%	-5%	-7%

The listing continues.
#41 CCCCN(C(=O)c1ccco1)C1CCS(=O)(=O)C1 (centres undefined)
#42 O=C(c1ccccc1Cl)N1CCCC(c2nc3c(nnn3Cc3ccccc3)c(=O)[nH]2)C1 (centres undefined)
#43 CC(C)=CCN1CCN(Cc2cc(CC(C)C)n[nH]2)CC1CCO (centres undefined)
#44 CCN(CC)/C(=N/S(=O)(=O)c1ccc(C)cc1)c1ccccc1
#45 CCn1cc(C2=NC(CC(C)C)CO2)c2ccccc21 (centres undefined)
#46 CCCCOC(=O)Cn1c2ccc(OC)cc2c2nc3ccccc3nc21
#47 CC1CN(S(=O)(=O)c2cn(C)c(=O)n(C)c2=O)CC(C)O1 (centres undefined)
#48 O=C1c2[nH]nc(-c3ccccc3O)c2C(c2cccc(Cl)c2)N1Cc1ccco1 (centres undefined)
#49 Cc1cc(C)c2oc(-c3cccc(NC(=O)c4ccc(Br)o4)c3)nc2c1
#50 Cc1ccc2nc3n(c(=O)c2c1)-c1cc2ccccc2cc1C(=O)NC3Cc1ccccc1 (centres undefined)
#51 COc1ccc2c(c1)c(C(=O)CN1CCN(c3ccccc3)CC1)c(C)n2C

Screen / compound no.	41	42	43	44	45	46	47	48	49	50	51
AmpC detergent	u	u	0%	1%	-2%	0%	1%	8%	-4%	x	9%
Sm TGR block	-20%	28%[11.4 µM]	4%	-8%	3%	-1%	36%	-11%	-1%	x	u
AmpC inh no detg	u	28%	20%	0%	37%	-14%	-6%	-17%	x	x	33%
AMA1 RON2 block	20%	15%	1%	-3%	-22%	8%	32%[activator]	32%[activator]	x	-10%	-20%
LmPK inh	x	0%	-2%	3%	-2%	0%	11%	13%	x	x	4%
HCMV inh	-22	5	24	-14	-1	-38	15	14	60	-4	x
Tb PYK inh	-10%	-3%	-1%	-1%	5%	-9%	-9%	2%	2%	2%	2%

Screening data (PubChem BioAssay)
